Abeta rescue: qHTS for compounds that reverse cellular toxicity of Amyloid beta (A-beta) peptide in yeast: Primary Screen | yeast expressing A-beta42, growth rescue, OD600, 48 h; response scale: 0% DMSO, 100% iron-clioquinol control | Potency, µM (doses to about 46.1 µM), without a hit: at the highest dose growth rescue, most hits filed as activators | actives 0.063% (n = 410,000); note: potency is the fitted concentration of half-maximal effect; nearly all actives have a fitted effect of over 55% in size
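Growth rescue measured by 600 nm absorbance after 48 h yeast culture at 30 C with compound. Values normalized between DMSO and an equimolar ferric chloride plus clioquinol control.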
DRD3 antagonist: qHTS of D3 Dopamine Receptor Antagonist: qHTS; AID 652054, 2013; max response, negative = inhibition, %; D3R cells, DiscoveRx beta-arrestin luminescence, antagonist mode; stronger effect = lower value; actives 2.5% (n = 360,000); D(3) dopamine receptor (Homo sapiens), P35462; in the data active = max response below about -50%; inconclusive = no clear call, values can overlap the other calls; note: % is set by controls: 0 for no effect and ±100 for the full control effect; mostly tested at two doses, the higher about 12 µM
Target sequence (P35462 whole entry, looked up): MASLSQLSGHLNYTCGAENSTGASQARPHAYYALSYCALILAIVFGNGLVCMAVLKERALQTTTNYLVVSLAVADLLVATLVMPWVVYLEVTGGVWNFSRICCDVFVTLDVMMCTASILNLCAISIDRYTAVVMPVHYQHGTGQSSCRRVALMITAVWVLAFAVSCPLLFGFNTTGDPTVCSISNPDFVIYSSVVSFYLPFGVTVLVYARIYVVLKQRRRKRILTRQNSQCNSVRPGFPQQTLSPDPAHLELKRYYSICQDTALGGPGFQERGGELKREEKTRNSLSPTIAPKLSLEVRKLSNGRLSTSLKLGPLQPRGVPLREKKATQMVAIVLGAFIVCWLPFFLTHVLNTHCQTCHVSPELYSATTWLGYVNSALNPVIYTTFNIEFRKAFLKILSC
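Cells expressing the human receptor were seeded at 1500 cells/well, incubated overnight at 37 degrees C in 5% CO2, then exposed to library compounds with dopamine controls for 90 minutes at 37 degrees C before luminescent detection.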
TDP43 rescue: qHTS of TDP-43 Inhibitors; TDP-43 expressing yeast growth rescue, BacTiter-Glo, 24 h; Potency, µM (series often up to 46.1 µM), without a hit: at the highest dose growth rescue (activation), usual class: activators; actives 1.8% (n = 410,000); note: potency is the fitted concentration of half-maximal effect; % of control where 0% means no effect; nearly all actives have a fitted effect of over 50% in size
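Cell-based yeast growth screen: TDP-43 expression induced in galactose, inoculum OD600=0.02 after raffinose pregrowth to mid-log. Read-out BacTiter-Glo luminescence at 24 hr, 30 deg C; inhibition of toxicity seen as signal increase.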
PTHR1 ag: qHTS for PTHR1 Agonists: Primary Screen. actives 0.075% (n = 410,000). HEK293 GP2 PTHR1 cells, GloSensor cAMP luminescence, 1 h. AID 743266, 2014. Parathyroid hormone/parathyroid hormone-related peptide receptor (Homo sapiens), Q03431. Potency, µM (series often up to 115 µM), inactives show top-dose activation, most hits filed as activators; note: potency is the fitted concentration of half-maximal effect; nearly all actives have a fitted effect of over 55% in size; some results filed as inactive show a strong effect at the top dose; inactives centre near -15; many of its hits are not listed in these tables
Target sequence (Q03431 whole entry, looked up): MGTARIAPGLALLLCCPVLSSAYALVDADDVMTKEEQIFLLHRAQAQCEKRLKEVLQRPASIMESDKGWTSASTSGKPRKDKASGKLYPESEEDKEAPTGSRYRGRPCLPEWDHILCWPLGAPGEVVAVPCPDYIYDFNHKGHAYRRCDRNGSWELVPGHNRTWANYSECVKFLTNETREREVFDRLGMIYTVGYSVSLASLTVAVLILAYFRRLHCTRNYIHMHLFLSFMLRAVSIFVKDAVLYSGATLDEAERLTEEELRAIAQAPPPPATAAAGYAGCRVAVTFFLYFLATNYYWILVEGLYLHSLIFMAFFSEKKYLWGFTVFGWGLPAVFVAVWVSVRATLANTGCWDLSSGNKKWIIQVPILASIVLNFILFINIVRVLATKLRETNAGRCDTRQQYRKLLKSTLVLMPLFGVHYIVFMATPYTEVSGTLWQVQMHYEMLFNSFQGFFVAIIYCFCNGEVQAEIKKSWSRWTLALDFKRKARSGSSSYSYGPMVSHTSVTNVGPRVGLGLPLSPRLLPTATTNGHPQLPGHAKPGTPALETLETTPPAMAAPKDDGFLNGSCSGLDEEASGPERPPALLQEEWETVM
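HEK-293-derived GP2 cells expressing PTHR1 and a GloSensor cAMP reporter, 3,000/well, plated overnight, given luciferin plus IBMX (each 0.5 mM as added) for 1 h at 37 °C, then compound for 1 h at 37 °C. Luminescence was read after 15 min at room temperature.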
GLP-1R inv ag: qHTS of GLP-1 Receptor Inverse Agonists (Inhibition Mode) | HEK293 GLP-1R CRE-luciferase, luminescence, 24 h; GLP-1R form is constitutively active | Potency, µM (series often up to 38.3 µM), for the others: at the top dose activity change, negative = inhibition, most hits filed as inhibitors | actives 1.6% (n = 410,000); note: potency is the fitted concentration of half-maximal effect; % is set by controls: 0 for no effect and ±100 for the full control effect; nearly all actives have a fitted effect of over 55% in size
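Assay principle: reduced luminescence from a cAMP-responsive reporter in HEK293 cells co-expressing a constitutively active GLP-1R. Conditions: 24 hr compound incubation, 37 deg C, 5% CO2.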
GLP-1R agonist: qHTS of GLP-1 Receptor Agonists | Glucagon-like peptide 1 receptor (Homo sapiens), P43220 | HEK293 GLP-1R CRE-luciferase, luminescence, 4-6 h; cells express a hypersensitive GLP-1R form | Potency, µM (doses to about 45.6 µM), inactives show at the top dose activation, hits mostly activators | actives 0.007% (n = 380,000) | AID 624172, 2012; note: potency is the fitted concentration of half-maximal effect; % of control where 0% means no effect
aSyn yeast inh: qHTS of alpha-syn Inhibitors | actives 0.14% (n = 370,000) | AID 652106, 2013 | Yeast expressing alpha-synuclein, growth rescue, BacTiter-Glo, 24 h | Potency, µM (series often up to 46.1 µM), for inactives: top-dose growth rescue (activation), actives largely listed as activators; note: potency is the fitted concentration of half-maximal effect; % of control where 0% means no effect; nearly all actives have a fitted effect of over 65% in size
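Rescue of yeast growth: cells expressing toxic alpha-synuclein, induced in galactose at OD600 0.02, incubated with compound 24 h at 30 C. ATP luminescence quantified growth; inhibitors of toxicity appear as activators.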
Akt phos inh: HTS Assay for Inhibitors of Akt Phophorylation: Primary Screen; actives 0.32% (n = 360,000); Neuro2A IGF-stimulated pAkt S473 HTRF, 20 min; stronger effect = lower value; activity change, % for hits at 50 µM; AID 651550, 2012; in the data active = activity change below about -80%; inconclusive = mostly about -51% to -80%; note: % is set by controls: 0 for no effect and ±100 for the full control effect
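Neuro2A cells (4,500/well, DMEM with 0.5% FBS) were treated with compound at a single 50 µM final concentration, stimulated with 6 nM IGF for 20 min at 37 °C, and lysed. Phospho-Akt Ser473 was read by HTRF as 665/615 ratio ×10^4.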
FUS yeast rescue: qHTS for Suppressors of FUS Proteinopathy: Primary screen using FUS-linked yeast assay; Potency, µM (series often up to 76.6 µM), without a hit: at the highest dose growth rescue (activation), actives largely listed as activators; S. cerevisiae FUS-expressing, growth rescue, OD600, 24 h; actives 0.24% (n = 390,000);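 note: potency is the fitted concentration of half-maximal effect; plate controls were DMSO vehicle for no effect and reference control for full effect; nearly all actives have a fitted effect of over 55% in size; some results filed as inactive show a strong effect at the top dose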
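Galactose (2%) drives FUS expression in yeast precultured in raffinose; seeding density OD 0.005. Test compounds incubated 24hr at 30C and 99% humidity before absorbance at 600 nm was measured.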
* marks the source's active call; other numbers are inactive results; i = inactive; u = inconclusive; x = no result given; & = joins results of further samples; [ ] = another dose, or the depositor's remark. Unless noted, calls come from the whole dose curve; as a rule, active = well fitted curve in the direction sought with a large enough effect; inconclusive = small, poorly fitted or top-dose-only effect, or another doubt; inactive = no such curve, though single readings can be large; an effect the other way counts as inactive or inconclusive. These rows are one share of the data; rates above refer to the full screens.

Sequence of screens: Abeta rescue	DRD3 antagonist	TDP43 rescue	PTHR1 ag	GLP-1R inv ag	GLP-1R agonist	aSyn yeast inh	Akt phos inh	FUS yeast rescue
C=CCN1C(=O)NC(c2ccc(OC)cc2)(C(F)(F)F)S/C1=C(\C#N)c1nnc(N2CCOCC2)n1-c1ccccc1 (configuration not stated)
 : 6%	u	15%	-31%[inhibitor]	u	2%	4%	i	u
Cc1ccccc1C(=O)NC(=S)Nc1ccc(N2CCOCC2)cc1
 : -5%	7	15%	-13%	u	4%	2%	i	-9%
CC(C)c1ccc(OCC(=O)NC2CC(C)(C)NC(C)(C)C2)c(Br)c1
 : 3%	7	12%	i	u	15%	3%	i	8%
O=c1[nH]c2ccc(S(=O)(=O)Nc3ccc(Br)cc3)cc2[nH]1
 : 5%	15	0%	i	10%	6%	6%	i	-32%
CCOc1ccccc1CNC(=O)CN1C(=O)CSc2ccc(S(=O)(=O)N3CCOCC3)cc21
 : 7%&-11%	-12	-4%&13%	-8%	-25%&-12%	11%	0%	i	9%&32%
C=CCOc1ccc2nnc(C)n2n1
 : -11%	0	-20%	7%	9%	-7%	-5%	i	-31%
CCOC(=O)c1cnc2c(cnn2C)c1Oc1ccc(OC)cc1
 : 9%	3	19%	i	-8%	7%	8%	i	1%
COc1ccc(CNC(=O)Nc2ccc(OC)cc2)cc1
 : -8%	u	-20%	-24%[57.5 µM]	0%	2%	-4%	i	6%
O=C1Nc2ccc(S(=O)(=O)N3CCOCC3)c3cccc1c23
 : 4%	13	-15%	i	10%	7%	0%	i	22%
CC1(C)CC(=O)C2=C(C1)N(Cc1cccnc1)C(=O)C2(NC(=O)C1CC1)C(F)(F)F (configuration not stated)
 : 1%	-2	-18%	-18%[57.5 µM]	5%	-9%	0%	i	14%
C=CCSc1nc(-c2ccccc2)c(C#N)c(=O)[nH]1
 : 3%	5	-3%	-12%[57.5 µM]	0%	-6%	-1%	u	8%
CC(C(=O)OCC(=O)c1ccc(Br)cc1)N1C(=O)C2C3CCC(C3)C2C1=O (configuration not stated)
 : -10%	1	-11%	-52%[inhibitor]	-12%	5%	7%	i	15%
Nc1ccccc1-c1nnn(CC(=O)N2CCCc3ccccc32)n1
 : 3%	-16	25%	-4%[57.5 µM]	u	2%	28%	i	-5%
CCCC(C)C(=O)NCc1ccncc1 (configuration not stated)
 : 8%	7	-8%	i	3%	2%	-6%	i	-5%
Cc1cnc(C(=O)NCc2ccc(Cl)cc2Cl)cn1
 : -9%	4	9%	i	-5%	4%	5%	i	4%
CCC(=O)N1CCc2cc(S(=O)(=O)CCC(=O)Nc3ccc(C)cn3)ccc21
 : -7%	13	17%	-3%	5%	2%	9%	i	-2%
COC(=O)C1=C(C)N(Cc2ccco2)C(=O)N[C@@H]1c1ccccc1
 : -12%	5	-12%	-22%	0%	12%	9%	i	-9%
COc1ccc(CCNC(=O)CCCn2c(=O)c3ccccc3n(CC(=O)Nc3cccc(C)c3)c2=O)cc1OC
 : -5%	x	3%	-57%[inhibitor]	-9%	-1%	x	x	11%
CC[C@@H](C)[C@H](NC(=O)Cc1c(C)c2cc3c(C)c(C)oc3c(C)c2oc1=O)C(=O)O
 : 6%	2	-9%	-4%	9%	0%	-2%	i	38%
CC(C)Cc1nc(Cl)c(C#N)c2c1CCCC2
 : 18%	25	2%	-32%[inhibitor]	5%	1%	4%	i	-21%
CC(=O)Nc1ccc(C2=CC(=O)C[C@H](c3ccc4c(c3)OCO4)C2)cc1
 : 15%	u	22µM*	-19%	15%	11%	-5%	i	-9%
O=C(COC(=O)c1cc([N+](=O)[O-])ccc1N1CCOCC1)c1ccc(F)cc1
 : 2%	2	19%	-8%	37%[activator]	22%	4%	i	20%
COc1ccccc1NC(=O)C(CC(=O)O)Cc1cc(C)cc(C)c1 (configuration not stated)
 : 10%	-8	12%	i	-7%	3%	1%	i	-11%
COc1cccc(-c2nc(CS(=O)(=O)CC(=O)NCCCN3CCc4ccccc4C3)c(C)o2)c1
 : 11%	14	-16%	-20%	17%	-7%	x	x	-11%
COc1ccc(NC(=O)c2ccc(Cl)c(S(=O)(=O)N3CCc4ccccc4C3)c2)cn1
 : 1%	10	25%	-17%[57.5 µM]	u	7%	15%	i	43%
O=C(NCc1ccccc1C(F)(F)F)c1cccc2c1C(=O)c1ccc(N3CCC(N4CCCCC4)CC3)cc1S2(=O)=O
 : 4%	12	21%	i	-8%	3%	3%	i	23%
CCCCn1c(SCC(=O)c2ccc(O)cc2O)nc2cc(S(N)(=O)=O)ccc21
 : 9%	5	-17%	-2%	-6%	14%	-3%	i	33%
Cc1cccc(NC(=S)N2CCCN(c3ncccc3[N+](=O)[O-])CC2)c1
 : 7%	-1	0%	i	-1%	-1%	16%	i	7%
Cc1ccc2cccc(NC(=O)C(C)Oc3ccc(Cl)cc3Cl)c2n1 (configuration not stated)
 : 2%	x	5%	i	11%	x	x	x	-8%
COc1ccccc1CNC(=O)COC(=O)Cn1cnc2c1c(=O)n(C)c(=O)n2C
 : -3%	22	-1%	-22%	-4%	-2%	1%	i	-23%
CCOC(=O)CC(/C(C)=N\O)c1ccccc1 (configuration not stated)
 : 12%	32	9%	i	1%	-10%	0%	i	-1%
NS(=O)(=O)c1ccc(NC2=CC(c3ccc([N+](=O)[O-])cc3)N(c3ccc(S(N)(=O)=O)cc3)C2=O)cc1 (configuration not stated)
 : 9%	-13	7%	-47%	-4%	-3%	2%	i	5%
COc1cc(NC(=O)N2c3ccccc3Sc3ccccc32)c(C(=O)O)cc1OC
 : 12%	-18	u	-18%	-5%	-6%	-2%	i	27%
CCOc1cc(CNc2ccccc2)cc(Br)c1OCc1ccc(F)cc1
 : -2%	-1	13%	-38%[inhibitor]	u	0%	-1%	i	8%
COC(=O)c1cc2sc(C)cc2n1Cc1nc(-c2ccc(C)cc2)oc1C
 : -7%	x	11%	i	15%	x	x	x	-13%
CCN(CC)C(=O)CP(=O)(c1ccccc1)c1ccccc1
 : 15%[9.22 µM]	-24	14%	i	4%	-14%	3%	i	-50%
O=C(OCC(=O)N1CCCCC1)c1cc2ccccc2cc1O
 : -6%	-1	7%	-40%[inhibitor]	0%	3%	11%	i	-4%
O=C(Cn1c(=O)n(-c2cccc(Cl)c2)c(=O)n1CC(=O)N1CCCCC1)N1CCCCC1
 : 12%[9.22 µM]	22	-22%	-11%	2%	-7%	0%	i	-26%
Cc1nc(NC(=O)c2ccncc2)sc1C(=O)N(C)C
 : 7%	-4	0%	-2%	1%	0%	-7%	i	-17%
COc1cc(C(=O)NC(C)c2ccc(-n3ccnc3)cc2)cc(OC)c1C (configuration not stated)
 : -21%	u	23%	i	17%	8%	-4%	i	18%
CC(C)(C)OC(=O)C[C@@H]1C/C=C\C[C@H](CC(=O)N(CCO)Cc2ccccc2)C(=O)N[C@@H](Cc2ccccc2)COC1=O
 : -6%	16	18%	-4%	7%	-5%	1%	i	u
CSc1n[nH]c(=S)n1N
 : -16%	-3	10%	9%	2%	-4%	-4%	i	-11%
O=C(Cn1cnc2c(cnn2-c2ccccc2)c1=O)OCc1ccccc1
 : 11%	11	-5%	-15%[57.5 µM]	2%	-1%	3%	i	15%
CCc1ccc(NC(=O)Cn2c(=O)n(CCCCC(=O)NCCc3ccccc3)c(=O)c3ccccc32)cc1
 : -2%	x	17%	i	15%	0%	x	x	-33%
CCc1ccc([C@@H]2CC=C(C(=O)O)[C@H](c3ccccc3F)N2S(=O)(=O)c2ccc(C)cc2)cc1
 : -4%	0	-7%	-31%[inhibitor]	2%	-3%	2%	i	0%
COc1ccc(CCCc2nc3ccccc3[nH]2)cc1
 : 4%	-10	-10%	-8%	u	17%	-4%	i	-1%
CCN(CC)S(=O)(=O)c1ccc(NC(=O)CCc2c(C)nc3cc(-c4ccc(Cl)cc4)nn3c2C)cc1
 : -3%	x	12%	i	3%	x	x	x	u
CCC(C)N1CC(O)=C(c2nc3ccccc3[nH]2)C1=N (configuration not stated)
 : 8%	-19	-13%	-7%[57.5 µM]	35%[activator]	11%	-1%	i	17%
Cc1ccc(C)c(N2CCN(C(=O)CCS(=O)(=O)c3ccc4c(c3)CC(=O)N4C)CC2)c1
 : -24%	x	-10%	i	-12%	x	x	x	u
CC(C)Oc1ccc(F)cc1-c1cc(C(=O)NCc2ccc(C(F)(F)F)cc2)[nH]n1
 : -19%	28	7%	-38%[inhibitor]	-17%	-4%	1%	x	-8%
CCOc1cc(CNCCO)cc(Br)c1OCc1ccc(Cl)cc1
 : -38%[inhibitor]	24	-15%	-8%[57.5 µM]	u	-5%	1%	i	19%
Cc1nc2ccc(NC(=O)c3ccc4ccccc4n3)cc2s1
 : -11%	8	13%	-33%[inhibitor]	24%	2%	-4%	i	-5%
Cc1nn(C(=O)/C(C#N)=C/N(C)C)c(C)c1C
 : -15%	-23	-17%	u	-13%	0%	3%	i	30%

Source: PubChem BioAssay (National Center for Advancing Translational Sciences (NCATS))
